# mIAP block: blocks mouse intestinal alkaline phosphatase; purified mouse IAP, CDP-Star luminescence, 30 min; inhibition, % at 10 µM; actives 0.2% (n = 330,000);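 active = inhibition of at least 40% at 10 µM in the primary screen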;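 note: plate controls were DMSO with enzyme for no effect and no enzyme wells for full effect; values of inactives mirror those of a sister screen read the other way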
# MIN6 prolif: MIN6 beta-cell proliferation induction; MIN6 cells proliferation, ATPlite luminescence, 48 h; cells starved in 0.2% serum; 100% = growth in 10% serum; proliferation, % at 10 µM; actives 0.29% (n = 330,000); AID 2380;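 active = compounds whose signal lies at least 3.5 SD above the mean of all wells on their plate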;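 note: 0% = DMSO-treated cells in low-serum medium and 100% = 10% serum control; some compounds called inactive have numbers as strong as hits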
# APOBEC3A inh: inhibitors of human APOBEC3A DNA deaminase | recombinant A3A, FAM/TAMRA ssDNA deamination fluorescence | inhibition, % at 20 µM | actives 0.41% (n = 330,000) | AID 493011;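 active = at least 40% inhibition at 20 µM here, with at most 30% in a related deaminase screen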;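 note: plate controls were A3A with DMSO for no effect and wells lacking A3A enzyme for full effect; some results filed as inactive read as strong as hits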
# APOBEC3G inh: blocks human APOBEC3G single-stranded DNA deamination; inhibition, % at 20 µM; actives 0.28% (n = 330,000); recombinant A3G, ssDNA deamination FAM/TAMRA fluorescence; Q9HC16;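 active = inhibition of at least 40% at 20 µM, with no more than 30% in the related APOBEC3A deaminase screen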;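 note: plate controls were DMSO wells with A3G for no effect and wells lacking A3G enzyme for full effect; some compounds called inactive have numbers as strong as hits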
# Target sequence (Q9HC16 whole entry, looked up): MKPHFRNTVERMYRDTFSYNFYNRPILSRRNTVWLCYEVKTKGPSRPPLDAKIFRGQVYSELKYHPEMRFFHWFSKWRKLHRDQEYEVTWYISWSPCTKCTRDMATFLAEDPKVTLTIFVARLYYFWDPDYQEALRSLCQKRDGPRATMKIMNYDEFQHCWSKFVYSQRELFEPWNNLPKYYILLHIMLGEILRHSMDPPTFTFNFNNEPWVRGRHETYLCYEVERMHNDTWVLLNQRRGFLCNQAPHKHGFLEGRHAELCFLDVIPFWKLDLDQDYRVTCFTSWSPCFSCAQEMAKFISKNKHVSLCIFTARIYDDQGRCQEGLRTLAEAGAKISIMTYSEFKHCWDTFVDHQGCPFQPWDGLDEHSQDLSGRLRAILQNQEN
# NALP3 yeast inh: inhibitors of NALP3 inflammasome in yeast; inhibition, % at 10 µM; AID 2825; actives 0.39% (n = 330,000); Yeast reconstituted NLRP3/ASC/caspase-1, beta-gal luminescence, 24 h;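 active = inhibition of 50% or more; inactive = inhibition below 50%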;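 note: plate controls were induced DMSO wells for no effect and uninduced yeast grown without galactose for full effect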
# SENP1 inh: blocks the human SENP1 SUMO protease catalytic domain; Q9P0U3; recombinant SENP1 catalytic domain, CyPet-SUMO1-YPet FRET cleavage; inhibition, % at 10 µM; actives 0.21% (n = 360,000); AID 624204;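 active = inhibition at least 30% at 10 µM, raw YFP signal under a set limit, fluorescence ratio 0.5 to 1.5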;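 note: 0% = enzyme with DMSO and 100% = no enzyme wells; some results filed as inactive read as strong as hits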
#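 Test system: human SENP1 catalytic domain; medium: Tris pH 8 buffer plus EDTA, NaCl, BME, BSA, NP40, catalase; incubation: 50 min reaction at room temperature; technique: FRET, CFP and YFP emission; controls: no-enzyme low control and enzyme-plus-DMSO high control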
# hIAP activ: human IAP activation | P09923 | purified human IAP, CDP-Star luminescence, 30 min; stronger effect = higher value; 1 = vehicle-only enzyme, 0 = enzyme-free background | activation factor at 10 µM | actives 0.16% (n = 330,000) | AID 2524;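 active = activation factor of the enzyme at least 2-fold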; note: the source names both 10 and 20 µM as test concentration; values of inactives mirror those of a sister screen read the other way
# Target sequence (P09923 whole entry, looked up): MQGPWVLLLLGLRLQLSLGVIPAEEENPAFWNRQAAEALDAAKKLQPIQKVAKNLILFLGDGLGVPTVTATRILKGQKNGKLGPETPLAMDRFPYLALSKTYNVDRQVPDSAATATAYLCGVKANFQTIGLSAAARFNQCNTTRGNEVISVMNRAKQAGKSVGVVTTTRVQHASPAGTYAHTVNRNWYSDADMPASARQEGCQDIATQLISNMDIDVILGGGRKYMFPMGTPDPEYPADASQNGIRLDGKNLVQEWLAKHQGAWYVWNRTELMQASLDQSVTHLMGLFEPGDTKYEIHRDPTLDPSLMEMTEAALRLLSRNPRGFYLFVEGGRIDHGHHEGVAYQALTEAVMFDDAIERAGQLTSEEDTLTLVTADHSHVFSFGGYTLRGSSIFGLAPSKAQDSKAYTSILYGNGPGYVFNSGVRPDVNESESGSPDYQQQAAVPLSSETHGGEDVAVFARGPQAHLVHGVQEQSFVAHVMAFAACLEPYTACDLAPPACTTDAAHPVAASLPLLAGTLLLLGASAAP
# hIAP inh: human IAP inhibition | AID 2544 | actives 0.12% (n = 330,000) | inhibition, % at 10 µM | P09923 | purified IAP, CDP-Star luminescence, 30 min;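 active = inhibition reaching a set limit with compound at 10 µM in the primary screen, cut at about 35% in these data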;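 note: plate controls were DMSO wells with enzyme for no effect and no-enzyme buffer wells for full effect; values of inactives mirror those of a sister screen read the other way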
# mIAP act: increases mouse intestinal alkaline phosphatase activity | actives 0.24% (n = 330,000) | activation factor at 10 µM | muIAP, CDP-Star luminescence, 30 min; stronger effect = higher value; 1 = vehicle-only enzyme signal, 0 = enzyme-free wells;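 active = activation factor of at least 2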; note: the source names both 10 and 20 µM as test concentration; values of inactives mirror those of a sister screen read the other way
#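 Assay system: mouse IAP enzyme; reagent: chemiluminescent substrate CDP-Star; dosing: test compounds delivered from DMSO solution; schedule: 30 min at room temperature; measured by: luminescence from enzymatic CDP-Star hydrolysis; controls: DMSO-only wells and no-enzyme negative control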
# * = called active by the depositor; nt = no result given. Only part of the results is shown; count on the stated rates, not on these rows.
# Field names – A = mIAP block; B = MIN6 prolif; C = APOBEC3A inh; D = APOBEC3G inh; E = NALP3 yeast inh; F = SENP1 inh; G = hIAP activ; H = hIAP inh; I = mIAP act
[1] CN(C)CC1CCCCC1OC(=O)Cc1ccc(Cl)c([N+](=O)[O-])c1 (centres undefined)
  A: 0 | B: 2 | C: 55* | D: 15 | E: 5 | F: 3 | G: 1 | H: -1 | I: 1

[2] COC(=O)C1=C(c2ccc(F)cc2OCc2ccccc2)C[C@@H]2CC[C@H]1N2C(=O)NCc1ccc(N(C)C)cc1
  A: -25 | B: -7 | C: -6 | D: -8 | E: 6 | F: 4 | G: 0.93 | H: 7 | I: 1.3

[3] CN1C2c3ccccc3C3C4c5ccccc5C(C31)C(C2[N+](=O)[O-])N4C (centres undefined)
  A: 5 | B: -2 | C: -3 | D: -11 | E: -5 | F: 3 | G: 1 | H: -4 | I: 0.95

[4] CN(C)C(=O)O/N=C(\N)COc1ccc(C(C)(C)C)cc1
  A: -4 | B: -2 | C: -4 | D: -8 | E: 6 | F: 3 | G: 1 | H: -2 | I: 1

[5] Nc1nnc(P(c2ccccc2)c2ccccc2)s1
  A: -14 | B: -3 | C: -4 | D: 3 | E: 6 | F: 1 | G: 1.2 | H: -18 | I: 1.1

[6] Cc1ccc(N=Cc2c(O)n(C)c(=O)n(C)c2=O)cc1
  A: 9 | B: -1 | C: 1 | D: -4 | E: 26 | F: 2 | G: 0.97 | H: 3 | I: 0.91

[7] COc1ccc2c(C)c(CCC(=O)N3C[C@H]4C[C@@H](C3)c3cccc(=O)n3C4)c(=O)oc2c1
  A: -12 | B: 5 | C: -1 | D: -4 | E: 19 | F: 3 | G: 0.95 | H: 5 | I: 1.1

[8] O=S(=O)(NC1CCCC1)OCC(Cl)(Cl)Cl
  A: 4 | B: -2 | C: -4 | D: -5 | E: 0 | F: 5 | G: 0.85 | H: 14 | I: 0.96

[9] CNc1ccc2oc(C[C@H]3O[C@@]4(CC[C@H]3C)O[C@H]([C@H](C)C(=O)c3ccc[nH]3)[C@H](C)C[C@H]4C)nc2c1C(=O)O
  A: -5 | B: -8 | C: 1 | D: -2 | E: 22 | F: -114 | G: 1.2 | H: -22 | I: 1.1

[10] C[C@]12CCC3C(CC[C@@H]4C[C@H](O)CC[C@]34C)C1CCC2=O (some centres undefined)
  A: -4 | B: -2 | C: 2 | D: -3 | E: 73* | F: 1 | G: 0.95 | H: 4 | I: 1

[11] Cc1nnc2ccc(-c3cccc(C(F)(F)F)c3)nn12
  A: -8 | B: -6 | C: 2 | D: -4 | E: 3 | F: 2 | G: 1.1 | H: -14 | I: 1.1

[12] COP(=O)(OC)C(O)C(Cl)(Cl)Cl (centres undefined)
  A: -4 | B: -2 | C: 2 | D: -7 | E: 33 | F: nt | G: 0.94 | H: 6 | I: 1

[13] CC(=O)N1N=C2C3CCN(CC3)C2C1c1ccc(Br)cc1 (centres undefined)
  A: -10 | B: 0 | C: 2 | D: -2 | E: 10 | F: 0 | G: 1 | H: -2 | I: 1.1

[14] COC(=O)C(O)(c1ccc(NC(=O)c2cccs2)cc1)C(F)(F)F (centres undefined)
  A: -4 | B: 1 | C: -4 | D: -4 | E: 21 | F: 0 | G: 0.82 | H: 18 | I: 1

[15] C=CCN1CCC2(C)c3cc(O)ccc3CC1C2C (centres undefined)
  A: 6 | B: 0 | C: -2 | D: -7 | E: 4 | F: -2 | G: 1.2 | H: -17 | I: 0.94

# Profiles, looked up by structure. Order of screens: mIAP block	MIN6 prolif	APOBEC3A inh	APOBEC3G inh	NALP3 yeast inh	SENP1 inh	hIAP activ	hIAP inh	mIAP act
# CNc1ccc2oc(C[C@H]3O[C@@]4(CC[C@H]3C)O[C@H]([C@H](C)C(=O)c3ccc[nH]3)[C@H](C)C[C@H]4C)nc2c1C(=O)O in the list: -5	-8	1	-2	22	-114	1.2	-22	1.1
# COP(=O)(OC)C(O)C(Cl)(Cl)Cl (centres undefined) in the list: -4	-2	2	-7	33	nt	0.94	6	1
# CC(=O)N1N=C2C3CCN(CC3)C2C1c1ccc(Br)cc1 (centres undefined) in the list: -10	0	2	-2	10	0	1	-2	1.1
# COC(=O)C1=C(c2ccc(F)cc2OCc2ccccc2)C[C@@H]2CC[C@H]1N2C(=O)NCc1ccc(N(C)C)cc1 in the list: -25	-7	-6	-8	6	4	0.93	7	1.3

# Gathered by group: the compounds so far with a CF3 group
# Field names – A = mIAP block; B = MIN6 prolif; C = APOBEC3A inh; D = APOBEC3G inh; E = NALP3 yeast inh; F = SENP1 inh; G = hIAP activ; H = hIAP inh; I = mIAP act
[11] Cc1nnc2ccc(-c3cccc(C(F)(F)F)c3)nn12
  A: -8 | B: -6 | C: 2 | D: -4 | E: 3 | F: 2 | G: 1.1 | H: -14 | I: 1.1

[14] COC(=O)C(O)(c1ccc(NC(=O)c2cccs2)cc1)C(F)(F)F (centres undefined)
  A: -4 | B: 1 | C: -4 | D: -4 | E: 21 | F: 0 | G: 0.82 | H: 18 | I: 1

# Next part:
# Field names – A = mIAP block; B = MIN6 prolif; C = APOBEC3A inh; D = APOBEC3G inh; E = NALP3 yeast inh; F = SENP1 inh; G = hIAP activ; H = hIAP inh; I = mIAP act
[16] CNC(=S)N1CC2CC(C1)c1cccc(=O)n1C2 (centres undefined)
  A: -1 | B: 0 | C: -6 | D: -10 | E: -8 | F: 0 | G: 0.84 | H: 16 | I: 1

[17] O=Cc1c(C(=O)O)n(Cc2ccccc2F)c2ccccc12
  A: 0 | B: -3 | C: -2 | D: -8 | E: 11 | F: 2 | G: 0.99 | H: 1 | I: 1

[18] O=c1nc(/C=C/c2ccc(Cl)cc2Cl)cc(C(F)(F)F)[nH]1
  A: 17 | B: -4 | C: -4 | D: 2 | E: 21 | F: -43 | G: 1.1 | H: -11 | I: 0.83

[19] C/C=C(\C)C(=O)OC1C(C)=C2C(C1OC(=O)CCCCC)C(C)(OC(C)=O)CC(OC(=O)CCC)C1(O)C2OC(=O)C1(C)O (centres undefined)
  A: 17 | B: -6 | C: 0 | D: -6 | E: 18 | F: nt | G: 1.1 | H: -6 | I: 0.83

[20] CCC(C)/C=C(C)/C=C/C1=CC2=C(Cl)C(=O)C(C)(OC(C)=O)C(=O)C2=CO1 (centres undefined)
  A: 5 | B: -4 | C: -2 | D: -8 | E: 11 | F: -44 | G: 0.89 | H: 12 | I: 0.95

[21] CCOP(=S)(OCC)c1ccc(N(C)C)cc1
  A: -15 | B: 1 | C: 7 | D: 3 | E: 17 | F: 0 | G: 1.1 | H: -12 | I: 1.1

[22] Cc1oc2ccc(OC(=O)N(C)C)cc2c1C(=O)OC(C)C
  A: 8 | B: -2 | C: 3 | D: -1 | E: 21 | F: -2 | G: 0.88 | H: 12 | I: 0.92

[23] Cc1ccsc1C(=O)C1CCCN(Cc2cc3ccccc3o2)C1 (centres undefined)
  A: 11 | B: -1 | C: 2 | D: -3 | E: 1 | F: 0 | G: 0.9 | H: 10 | I: 0.89

[24] CCN1CCN(c2ccc(NC(=O)C(C)C)cc2Cl)CC1
  A: -4 | B: -2 | C: -1 | D: -2 | E: 10 | F: 1 | G: 1.1 | H: -12 | I: 1

[25] O=C(O)CCCc1ccc(N(CCCl)CCCl)cc1
  A: -2 | B: -1 | C: -1 | D: -5 | E: 2 | F: -4 | G: 0.86 | H: 14 | I: 1

[26] Cc1ccc(/C=C2/C(=O)NC(=O)N(CCc3ccc(F)cc3)C2=O)s1
  A: 16 | B: -1 | C: -6 | D: -7 | E: 9 | F: -4 | G: 1.2 | H: -23 | I: 0.84

[27] C[C@H]1CCC/C=C/C2C[C@H](O)CC2[C@H](O)/C=C/C(=O)O1 (some centres undefined)
  A: -10 | B: -8 | C: -2 | D: -7 | E: 9 | F: 2 | G: 1 | H: -2 | I: 1.1

[28] CCOC(=O)C1CCN(Cc2ccc(Cl)nc2)CC1
  A: 0 | B: 2 | C: -5 | D: -8 | E: -5 | F: 3 | G: 1.1 | H: -6 | I: 1

# Two entries picked at random from the list so far, as already listed:
# Field names – A = mIAP block; B = MIN6 prolif; C = APOBEC3A inh; D = APOBEC3G inh; E = NALP3 yeast inh; F = SENP1 inh; G = hIAP activ; H = hIAP inh; I = mIAP act
[27] C[C@H]1CCC/C=C/C2C[C@H](O)CC2[C@H](O)/C=C/C(=O)O1 (some centres undefined)
  A: -10 | B: -8 | C: -2 | D: -7 | E: 9 | F: 2 | G: 1 | H: -2 | I: 1.1

[20] CCC(C)/C=C(C)/C=C/C1=CC2=C(Cl)C(=O)C(C)(OC(C)=O)C(=O)C2=CO1 (centres undefined)
  A: 5 | B: -4 | C: -2 | D: -8 | E: 11 | F: -44 | G: 0.89 | H: 12 | I: 0.95
